GLS inhibitor: qHTS for Inhibitors of Glutaminase (GLS); Potency, µM (doses to about 45.5 µM), for the others: at the top dose activity change, negative = inhibition, hits mostly inhibitors; GLS enzymatic activity, qHTS titration; 410,000 compounds, 0.21% hits; Glutaminase kidney isoform, mitochondrial (Homo sapiens), O94925; AID 624170, 2012
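Glutamate formation by hKGA was monitored fluorometrically using coupled glutamate oxidase, HRP and Amplex Red. Substrate was added as 1 mM L-glutamine solution; incubation was 30 min at RT after an initial read.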
12-LOX inh: Primary qHTS assay for inhibitors of human arachidonate 12S-lipoxygenase (ALOX12): Round 2; Polyunsaturated fatty acid lipoxygenase ALOX12 (Homo sapiens), P18054; Potency, µM (doses to about 108 µM), without a hit: at the highest dose activity change, negative = inhibition, hits mostly inhibitors; 580,000 compounds, 1.1% hits; AID 1671190, 2021; purified 12hLO, xylenol orange hydroperoxide absorbance
Target sequence (P18054 whole entry, looked up): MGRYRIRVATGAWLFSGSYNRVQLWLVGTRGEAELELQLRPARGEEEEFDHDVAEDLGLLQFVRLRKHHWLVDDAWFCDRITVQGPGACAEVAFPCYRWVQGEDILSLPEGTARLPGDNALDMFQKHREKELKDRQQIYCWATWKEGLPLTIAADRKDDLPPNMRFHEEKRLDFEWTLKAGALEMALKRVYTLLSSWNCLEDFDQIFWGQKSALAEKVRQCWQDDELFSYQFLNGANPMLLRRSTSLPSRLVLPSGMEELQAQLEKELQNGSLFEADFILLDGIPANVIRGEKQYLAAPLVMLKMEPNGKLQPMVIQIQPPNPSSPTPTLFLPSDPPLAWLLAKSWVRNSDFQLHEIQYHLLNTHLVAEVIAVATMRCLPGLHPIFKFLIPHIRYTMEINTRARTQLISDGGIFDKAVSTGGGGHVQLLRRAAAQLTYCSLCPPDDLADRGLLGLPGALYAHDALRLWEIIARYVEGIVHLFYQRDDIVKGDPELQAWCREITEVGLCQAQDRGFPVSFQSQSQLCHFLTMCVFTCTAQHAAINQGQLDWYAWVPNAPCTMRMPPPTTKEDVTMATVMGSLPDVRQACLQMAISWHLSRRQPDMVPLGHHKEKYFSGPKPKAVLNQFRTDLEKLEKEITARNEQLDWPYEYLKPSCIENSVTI
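Purified human 12hLO at 150 nM in 25 mM Hepes, 0.01% Triton X-100, pH 7.0, preincubated 15 min at room temperature with compound. Reaction started with 40 uM arachidonic acid, 30 min at room temperature. Hydroperoxide measured by Fe-xylenol orange, 573/405 nm absorbance ratio.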
An asterisk follows results filed as active; ? = inconclusive; [ ] = remark or other dose. The call rests on the fitted dose curve; in most records, active means well fitted inhibition curve with a large enough effect; inconclusive means small, poorly fitted or top-dose-only effect, or another doubt; inactive means no such curve, though single readings can be large or run the other way. On the % scale 0 is the no-effect control and ±100 the full control effect; potency means the concentration at half of the fitted maximal effect. An excerpt; the hit share may differ from the screen's.

SMILES	GLS inhibitor	12-LOX inh
O=C(Nc1ccc(OCCO)cc1)c1csc([C@H]2C[C@H](O)[C@@H](CO)O2)n1	-4%	-25%
CC(C)C[C@H]1CNC(=S)N1C[C@H]1CCCN1C[C@H](CC(C)C)N1C[C@H](Cc2ccccc2)N(CCc2ccccc2)C1=S	-5%	?
NC(=O)C1CCCN(C(=O)c2[nH]c(C(F)(F)F)nc2-c2ccccc2)C1 (stereo not drawn)	3%	?
CCOC(=O)C1CCCN(C(=O)c2sc(-c3ccccc3)nc2C)CC1 (stereo not drawn)	-9%	9%
CC(C)N(C)c1ncnc2c1ncn2[C@H]1CN(Cc2ccco2)C[C@@H](CO)O1	2%	?
COc1ccc(S(=O)(=O)N2CCCCC2c2cc(C(=O)NCc3cccnc3)no2)cc1 (stereo not drawn)	-3%	-62%
COC(=O)c1cc(C)nc(Nc2nc(C(N)Cc3ccc(F)cc3)cs2)n1 (stereo not drawn)	6%	0%
Oc1ccc(C[C@H]2CN([C@@H](Cc3ccccc3)CN3CCCC3CN3C(=S)NC[C@@H]3Cc3ccccc3)C(=S)N2CCc2ccccc2)cc1 (stereo partly drawn)	4%	?
CNC(=O)C1Cc2c(-c3ccccc3Oc3ccccc3)ccnc2O1 (stereo not drawn)	2%	25%
CCN1CCN(C(C(=O)NC2CCCCC2)c2ccnc3ccccc23)CC1 (stereo not drawn)	2%	?
CCNC(=O)C1(C)CCCN(Cc2ccccc2-c2ccccc2)C1 (stereo not drawn)	-1%	-24%
C[C@@H]1O[C@H](CCc2cccc(Cl)c2)CC2=C1C(=O)OC(C)(C)O2	14%	-68%
N#CCC1(O)C(=O)N(Cc2ccccc2)c2ccccc21 (stereo not drawn)	9%	0%
CCCCc1nc2ccc(F)cc2cc1C	0%	12%
COCCCN1C(=O)C(CC(=O)NCCCN(C)C)CC(C(=O)N2CCCCCC2)=C1C (stereo not drawn)	-7%	-15%
O=C(NC(c1ccccc1)c1ccc2ccccc2n1)C1CCN(CCOc2ccc(Cl)cc2Cl)CC1 (stereo not drawn)	-11%	?
CCc1nc2c(OCCn3cccc3)cccn2c1N(C)C(=O)c1ccc(OC)cc1	1%	?
CC(=O)OC[C@@H]1CN(Cc2ccccc2)C[C@H](n2cnc3c(NCc4ccc(F)cc4)ncnc32)O1	2%	18%
O=C(OCC(COC(=O)c1cccnc1)(COC(=O)c1cccnc1)COC(=O)c1cccnc1)c1cccnc1	-1%	-8%[22.9 µM]
Cc1nc(C(F)(F)F)ccc1C(=O)N1CCC1(C)C(=O)NS(C)(=O)=O (stereo not drawn)	-3%	3%
COCCCn1cc(CN2CC(N3CCN(CCO)CC3)CS2(=O)=O)nn1 (stereo not drawn)	-6%	?
OCCN1CCN(c2cnc(-c3ccsc3)cn2)CC1	10%	-23%
Cc1nnc(C(=O)NC(C)(C)c2nc(C(=O)NCc3ccc(F)cc3)c(O)c(=O)n2C)o1	6%	?
Cc1ccnc(Nc2cccnc2)n1	-1%	21%
CC1Cc2[nH]c(=S)[nH]c(=O)c2C(C(C)C)O1 (stereo not drawn)	0%	?
CCc1nc2ccc(C(=O)NCc3ccccc3OC)cn2c1N(CC)CCN(C)C	6%	?
Cc1noc(C)c1-c1ccc(C(=O)NCc2cccnc2)c2occc12	-3%	-28%
Nc1ncnc2c1ncn2[C@@H]1O[C@H](C(=O)N2CCC[C@@H]2C(=O)OCc2ccccc2)[C@@H](O)[C@H]1O	10%	?
CC(=O)NCCNc1nc2cc(-c3cc(F)ccc3C)sc2c(=O)n1C	3%	?
CCOC(=O)C1=CCN(S(=O)(=O)c2ccccc2Cl)C1c1ccc(Cl)c(Cl)c1 (stereo not drawn)	2%	-6%
CCOC(=O)C1=CC[C@@H](c2ccccc2)N(S(=O)(=O)c2ccc(C)cc2)[C@H]1c1ccccc1C	18%	-8%
C[C@@]12C(C[C@H](O)[C@@]34C[C@@H](CCC13)[C@@H](CO)C4=O)[C@](C)(C(=O)O)CC[C@@H]2O (stereo partly drawn)	10%	1%
CC1(C(=O)Nc2ccc3c(c2)OCCO3)CCN1C(=O)CC1CCCC1 (stereo not drawn)	-10%	11%
COCCNC(=O)C1(C)CCN(C(=O)c2cccc(C)c2C)C1 (stereo not drawn)	-8%	-10%
CCOC(=O)[C@]12CCC=C1N(Cc1ccco1)C(=O)[C@H](CC(=O)NCCCCc1ccccc1)C2	-8%	0%
CS(=O)(=O)Nc1cccc(-c2cc(NC=O)c3ncc(-c4ccc(F)cc4)n3c2)c1	3%	-10%
CC(C=CC(O)=C1C(=O)CNC1=O)=C[C@@H](C)C1OC2(C)OC(C(=O)C3O[C@@]32C)C1C (stereo partly drawn)	-18%	3%
COc1ccccc1Cn1c(C)c(C(=O)NCc2ccc(C#N)cc2)sc1=O	4%	-18%
COc1ccc(CC(N)c2csc(NC(=O)NC(c3ccccc3)c3ccccc3)n2)cc1 (stereo not drawn)	8%	?
CC(=O)Nc1cc(-c2cccc(NS(C)(=O)=O)c2)cn2c(-c3cccc(C(C)=O)c3)cnc12	-2%	-10%
CN1CCCCC1(C)C(=O)NCc1cc(Cl)ccc1F (stereo not drawn)	8%	14%
CCNC(=O)C1(C)CCN(C(=O)c2cccc(Cl)c2)C1 (stereo not drawn)	-1%	13%
CCOC(=O)C1CCCN(C(=O)c2cccc(C(F)(F)F)c2)CC1 (stereo not drawn)	2%	-21%
Cc1cccnc1C(NC(=O)C1CCN(Cc2ccc(Cl)c(Cl)c2)CC1)c1ccc(Cl)cc1 (stereo not drawn)	2%	-10%
O=C(Nc1cccc(Oc2ccccc2)c1)C1Cc2c(-c3ccc4c(c3)OCO4)ccnc2O1 (stereo not drawn)	6%	-10%
Cc1nc(C(F)(F)F)ccc1C(=O)N1CCC(C)(C(=O)O)C1 (stereo not drawn)	-1%	-30%
Cc1c(C(=O)N(C)Cc2ccc(F)cc2)sc(=O)n1Cc1ccc(Cl)c(Cl)c1	-7%	-21%
CCC(=O)OCC(=O)[C@@]1(OC(=O)CC)[C@@H](C)C[C@@H]2[C@H]3CCC4=CC(=O)C=C[C@]4(C)[C@@]3(F)[C@@H](O)C[C@@]21C	-11%	4%[57.4 µM]
OC(c1ccc(F)cc1)c1nc(-c2cccs2)cs1 (stereo not drawn)	-1%	-29%
CC(C)(C)C1CCC(=O)N2CCC[C@]2(c2ccccc2)C1 (stereo partly drawn)	0%	3%
More results follow.
SMILES	GLS inhibitor	12-LOX inh
COc1ccccc1C(NC(=O)C1CCN(CCOc2ccc(Cl)cc2Cl)CC1)c1ccccn1 (stereo not drawn)	4%	?
Cc1cccc(C)c1NC(=O)c1csc([C@@H]2O[C@H](CO)[C@H](O)[C@H](O)[C@H]2O)n1	-9%	-1%
COC(=O)[C@]12CCCCC=C1N(Cc1ccccc1)C(=O)[C@H](CC(=O)N1CCOCC1)C2	-7%	2%
Nc1ncnc2c1ncn2[C@@H]1O[C@H](C(=O)N[C@@H](CO)Cc2ccccc2)[C@@H](O)[C@H]1O	-13%	-8%
COc1ccc([C@@H]2CC(=O)[C@@H]3CN(S(=O)(=O)c4ccc(C)cc4)[C@H](c4ccccc4)C[C@@H]3N2S(=O)(=O)c2ccccc2)cc1	5%	-24%
CCOC(=O)C1(C)CCCN(C(=O)c2ccc(F)c(Cl)c2)C1 (stereo not drawn)	8%	-5%
COc1c(C)cc(C(O)c2ncc(-c3ccc(Cl)cc3)[nH]2)cc1C (stereo not drawn)	-2%	-18%
CC1(c2nnnn2Cc2ccccc2)CCC(=O)N1CCCn1ccnc1 (stereo not drawn)	3%	-11%
CNC[C@@H](O)[C@@H](O)[C@H](O)[C@H](O)CO	-2%	0%[57.4 µM]
CC(C)CNC(=O)c1cccc2c(-c3cccnc3)coc12	7%	-11%
CC(=O)Oc1ccc(Cn2c(C)c(C(=O)NCc3cccc(C(F)(F)F)c3)sc2=O)cc1	4%	9%
O=C(NCc1cccc(C(F)(F)F)c1)c1csc([C@@H]2O[C@H](CO)[C@H](O)[C@H](O)[C@H]2O)n1	3%	3%
CCCCCCN1CCN(C2CN(Cc3cn(Cc4cccc(Cl)c4)nn3)S(=O)(=O)C2)CC1 (stereo not drawn)	0%	?
CCOc1ccc(NC(=O)CC(C)O)cc1 (stereo not drawn)	-16%	-9%[22.9 µM]
Cc1ccc(NC(=O)C2(C)CCN2C(=O)Cc2ccc(C(C)(C)C)cc2)cc1C (stereo not drawn)	0%	-22%
Cc1ccsc1C(=O)N1CCC1(C)C(=O)NCc1cccnc1 (stereo not drawn)	13%	7%
CN(Cc1ccccc1F)c1cc2c(c3c1ccn3C)C1CCC2O1 (stereo not drawn)	60%[activator]	?
COc1ccc(NC(=O)C2Cc3c(-c4ccc5c(c4)OCO5)ccnc3O2)cc1 (stereo not drawn)	-6%	-5%
Cc1cccnc1C(NC(=O)C1CCN(CCCOc2ccccc2)CC1)c1ccc(F)cc1 (stereo not drawn)	9%	?
CC(C)(C)CNC(=O)C1(C)CCN1C(=O)C1(c2ccccc2)CC1 (stereo not drawn)	2%	-10%
CC(=O)N1CCc2cc(NC(=O)C3(C)CCN3Cc3ccccc3Cl)ccc21 (stereo not drawn)	0%	13%
CCCCCCCCN1C(=O)[C@H](CC(=O)NCc2cccc(C(F)(F)F)c2)C[C@@]2(C(=O)OC)CCCCC=C12	-7%	-1%
NC(=O)c1nnn(Cc2cc(Cl)c(C(=O)c3ccc(Cl)cc3)c(Cl)c2)c1N	-14%	?
c1cc(-c2ccc(CN3CCOCC3)cc2)n2ccnc2c1	0%	0%
Cc1ccc(-c2cnc(C(O)c3cc(C)cc(C)c3)[nH]2)cc1 (stereo not drawn)	2%	-4%
Cc1nc2c(OCc3ccc(C(F)(F)F)cc3)cccn2c1N(C)Cc1cccs1	0%	?
CCOC(=O)[C@]12CCCC=C1N(Cc1ccc3c(c1)OCO3)C(=O)[C@H](CC(=O)NCCCN1CCCC1=O)C2	-13%	6%
CC1(Cc2ccc3c(c2)OCO3)C(=O)Nc2c(Cl)ccc(Cl)c21 (stereo not drawn)	-4%	-11%
CCCCn1nnnc1C1(C)CCC(=O)N1Cc1ccco1 (stereo not drawn)	-17%	-17%
Cc1ccc(Cl)cc1-c1cc(C(=O)N2CCc3ccccc3C2)[nH]n1	-8%	3%
CC1(C(=O)NS(=O)(=O)Cc2ccccc2C(F)(F)F)CCN1C(=O)Cc1cccs1 (stereo not drawn)	17%	?
CC(C)[C@@H](N)C(=O)NC[C@H]1O[C@@H](n2cnc3c(=O)[nH]c(N)nc32)[C@H](O)[C@@H]1O	-1%	0%
NC(CCc1ccccc1)c1csc(Nc2nccc(C(F)(F)F)n2)n1 (stereo not drawn)	7%	?
CCOC(=O)OCC/C(SC(=O)OCC)=C(\C)N(C=O)Cc1cnc(C)nc1N	2%	?
Nc1ncnc2c1ncn2[C@@H]1O[C@H](C(=O)Nc2ccc(Oc3ccccc3)nc2)[C@@H](O)[C@H]1O	9%	3%
Cn1ccc2c(/C=C/c3ccc(F)cc3)cc3c(c21)C1CCC3C1 (stereo not drawn)	-10%	?
OC(c1ccc(Cl)c(Cl)c1)c1ncc(-c2ccc(C(F)(F)F)cc2)[nH]1 (stereo not drawn)	0%	-33%
O=C1c2ccccc2C(c2nnnn2Cc2ccccc2)N1C1CC1 (stereo not drawn)	10%	-54%

Entries from the list above containing a CF3 group (11):
SMILES	GLS inhibitor	12-LOX inh
NC(=O)C1CCCN(C(=O)c2[nH]c(C(F)(F)F)nc2-c2ccccc2)C1 (stereo not drawn)	3%	?
Cc1nc(C(F)(F)F)ccc1C(=O)N1CCC1(C)C(=O)NS(C)(=O)=O (stereo not drawn)	-3%	3%
CCOC(=O)C1CCCN(C(=O)c2cccc(C(F)(F)F)c2)CC1 (stereo not drawn)	2%	-21%
Cc1nc(C(F)(F)F)ccc1C(=O)N1CCC(C)(C(=O)O)C1 (stereo not drawn)	-1%	-30%
CC(=O)Oc1ccc(Cn2c(C)c(C(=O)NCc3cccc(C(F)(F)F)c3)sc2=O)cc1	4%	9%
O=C(NCc1cccc(C(F)(F)F)c1)c1csc([C@@H]2O[C@H](CO)[C@H](O)[C@H](O)[C@H]2O)n1	3%	3%
CCCCCCCCN1C(=O)[C@H](CC(=O)NCc2cccc(C(F)(F)F)c2)C[C@@]2(C(=O)OC)CCCCC=C12	-7%	-1%
Cc1nc2c(OCc3ccc(C(F)(F)F)cc3)cccn2c1N(C)Cc1cccs1	0%	?
CC1(C(=O)NS(=O)(=O)Cc2ccccc2C(F)(F)F)CCN1C(=O)Cc1cccs1 (stereo not drawn)	17%	?
NC(CCc1ccccc1)c1csc(Nc2nccc(C(F)(F)F)n2)n1 (stereo not drawn)	7%	?
OC(c1ccc(Cl)c(Cl)c1)c1ncc(-c2ccc(C(F)(F)F)cc2)[nH]1 (stereo not drawn)	0%	-33%
